Tn7 DDE FP: inhibitors of Tn7 peptide binding to fibrin DD(E), primary screen, biochemical, fluorescence polarization, human fibrin, Tn7 probe; Fibrinogen beta chain (Homo sapiens), P02675; FP displacement of FITC-Tn7 peptide from fibrin DD(E); 0% = median of compound wells per plate; inhibition, % at 8.3 µM; 370,000 compounds, 0.13% hits;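 active = inhibition above the mean of compounds falling within the control limits plus 3 SD of them, cut at about 14% in these data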;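 note: 0% = plate median of compound wells and 100% = 10 µM Aha-Tn7 peptide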
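Measure: % inhibition scaled between sample-field median and high-control FP; Test system: human fibrin DD(E); Quantity: 2 µM final DD(E) protein; Doses: one dose, 8.3 µM nominal; Schedule: compound with protein 10 min, then 3 h after probe, room temperature; Detection: fluorescence polarization; Medium: Tris buffer with calcium and detergent, pH 7.8.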
UHRF1 MBD2 ctr: UHRF1 methylated DNA binding inhibitors, primary screen, counter-screen for MBD2 inhibitor project, biochemical, TR-FRET, human UHRF1, single concentration | E3 ubiquitin-protein ligase UHRF1 (Homo sapiens), Q96T88 | UHRF1 binding to methylated oligo | inhibition, % at 4.4 µM | 370,000 compounds, 0.75% hits; in the data active = inhibition above about 21%;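 note: UHRF1 SRA domain binding a hemimethylated CpG hairpin DNA probe; 0% = median of test compound wells and 100% = reference inhibitor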
PRMT1 FP inh: PRMT1 methyltransferase inhibitors, primary screen, biochemical, fluorescence polarization; Protein arginine N-methyltransferase 1 (Homo sapiens), Q99873; recombinant PRMT1, activity-based probe fluorescence polarization; inhibition, % at 2.79 µM; 370,000 compounds, 1.3% hits;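 active = inhibition above about 21% made by adding two undisclosed values, limit read from the data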
MBD2 inh: inhibitors of MBD2 binding to methylated DNA, primary screen, biochemical, TR-FRET, DNA-binding domain, human | Methyl-CpG-binding domain protein 2 (Homo sapiens), Q9UBB5 | MBD2 binding to methylated oligonucleotide | inhibition, % at 4.4 µM | 370,000 compounds, 0.31% hits; in the data active = inhibition above about 13%
Target sequence (Q9UBB5 whole entry, looked up, the tested form may be a part): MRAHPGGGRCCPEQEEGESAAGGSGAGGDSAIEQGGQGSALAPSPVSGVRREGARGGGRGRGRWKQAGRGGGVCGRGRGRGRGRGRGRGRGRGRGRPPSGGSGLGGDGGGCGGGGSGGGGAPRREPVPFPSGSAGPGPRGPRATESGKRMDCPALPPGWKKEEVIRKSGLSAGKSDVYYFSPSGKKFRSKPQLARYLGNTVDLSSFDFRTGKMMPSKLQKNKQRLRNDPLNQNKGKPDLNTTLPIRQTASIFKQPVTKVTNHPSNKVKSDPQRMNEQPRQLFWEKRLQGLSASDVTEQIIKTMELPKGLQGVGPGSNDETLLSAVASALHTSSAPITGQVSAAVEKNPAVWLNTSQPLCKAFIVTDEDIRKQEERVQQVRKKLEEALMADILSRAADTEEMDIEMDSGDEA
TCR-CD3 inh: inhibitors of human TCR-CD3 interaction, primary screen, biochemical, fluorescence, TAMRA-labeled TCR probe | T-cell receptor (TCR) | inhibition, % at 9.4 µM | 360,000 compounds, 0.37% hits; in the data active = inhibition above about 19%;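 note: recombinant mutant TCR 2C K166C tagged with TAMRA read by polarization; 0% = receptor in buffer alone and 100% = receptor with positive control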
TDP2 inh: human TDP2 enzyme inhibitors, primary screen, biochemical, epi absorbance, recombinant enzyme. T5PNP hydrolysis, p-nitrophenol absorbance 415 nm. inhibition, % at 12.8 µM. 370,000 compounds, 0.34% hits;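 active = inhibition above the mean of all tested compounds plus 3 SD, set per campaign, cut at about 25% in these data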;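 note: 0% = DMSO with enzyme and 100% = buffer with substrate but no TDP2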
Target sequence (O95551 whole entry, looked up): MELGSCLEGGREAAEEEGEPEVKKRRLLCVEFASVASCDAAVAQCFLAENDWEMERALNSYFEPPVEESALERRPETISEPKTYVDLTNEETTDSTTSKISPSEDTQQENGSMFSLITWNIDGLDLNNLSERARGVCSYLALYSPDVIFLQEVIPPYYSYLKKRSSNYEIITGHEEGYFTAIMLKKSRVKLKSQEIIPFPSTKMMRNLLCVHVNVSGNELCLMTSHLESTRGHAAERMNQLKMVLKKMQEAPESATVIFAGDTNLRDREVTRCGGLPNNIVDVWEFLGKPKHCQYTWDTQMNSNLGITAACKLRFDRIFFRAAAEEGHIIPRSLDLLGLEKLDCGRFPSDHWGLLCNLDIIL
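Material: recombinant human TDP2; quantity: TDP2 enzyme at 120 nM final; medium: Tris-HCl pH 7.5 with MgCl2; compound: single concentration, 12.8 µM nominal, with 1% DMSO; incubation: 2 h enzyme incubation at 37 °C; signal: epi absorbance; measure: percent inhibition; benchmarks: high control without enzyme, low control DMSO plus TDP2; repeats: singlicate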
LEDGF integ inh: blockers of LEDGF/p75-dependent integrase strand transfer – biochemical, TR-FRET, high throughput, primary screen; inhibition, % at 3.7 µM; TR-FRET IN-LEDGF/p75 DNA integration, Eu/Cy5; AID 743269, 2014; 370,000 compounds, 0.64% hits; HIV-1 integrase (with human LEDGF/p75);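 active = inhibition above the screen-wide mean plus 3 SD, cut at about 13% in these data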;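 note: signal is the Cy5 over europium emission ratio at 671 and 618 nm; 0% = plate median of compound wells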
KLK7 zymogen act: proKLK7 zymogen activators, primary screen, biochemical, fluorescence intensity; purified proKLK7, EDANS-DABCYL substrate fluorescence; 100% is mature enzyme control, 0% vehicle; activation, % at 7 µM; 370,000 compounds, 0.9% hits; Kallikrein-7 (Homo sapiens), P49862;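 active = activation above the mean of all tested compounds plus 3 SD, computed per campaign excluding outliers beyond control limits, cut at about 13% in these data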
Target sequence (P49862 whole entry, looked up): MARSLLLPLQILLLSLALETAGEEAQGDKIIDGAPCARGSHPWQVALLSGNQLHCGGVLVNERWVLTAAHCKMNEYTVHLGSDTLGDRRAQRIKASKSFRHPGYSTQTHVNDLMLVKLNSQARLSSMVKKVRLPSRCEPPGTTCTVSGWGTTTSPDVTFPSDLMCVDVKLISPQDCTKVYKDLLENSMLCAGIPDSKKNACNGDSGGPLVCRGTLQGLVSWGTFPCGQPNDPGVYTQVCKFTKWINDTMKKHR
SIAE inh: human SIAE inhibitors, primary screen, biochemical, fluorescence polarization, FP-Rh probe, 1536-well HTS | Sialate O-acetylesterase (Homo sapiens), Q9HAT2 | SIAE FP-Rh probe binding | inhibition, % at 9.66 µM | 370,000 compounds, 0.69% hits | AID 1053197, 2014;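 active = inhibition above a cutoff: mean of compounds within the control limits plus 3 SD of those, cut at about 17% in these data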;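 note: 0% = plate median of compound wells and 100% = probe without SIAE protein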
DDE Tn6 FP inh: inhibitors of Tn6 peptide binding to fibrin DD(E), primary screen, biochemical, fluorescence polarization, human fibrin, Tn6 probe; Fibrinogen beta chain (Homo sapiens), P02675; Fibrin DD(E) TRITC-Tn6 fluorescence polarization displacement; inhibition, % at 8.3 µM; 370,000 compounds, 0.21% hits;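 active = inhibition above a per-campaign cutoff: mean of compounds within control limits plus 3 SD, cut at about 15% in these data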;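 note: 0% = median of all compound wells on the plate and 100% = blocking peptide control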
* marks the source's active call; other numbers are inactive results; . = no result given.

SMILES	Tn7 DDE FP	UHRF1 MBD2 ctr	PRMT1 FP inh	MBD2 inh	TCR-CD3 inh	TDP2 inh	LEDGF integ inh	KLK7 zymogen act	SIAE inh	DDE Tn6 FP inh
CCOC(=O)Cn1cc(CN2C(C(=O)OC)CN(Cc3ccc(OC)cc3)CCS2(=O)=O)nn1 (stereo not drawn)	1	80*	-6	6	.	8	2	0.1	7	1
CN(C)S(=O)(=O)c1cccc(C(=O)OCC(=O)Nc2ccccc2OC(F)F)c1	-7	6	-2	4	2	-3	1	-0.5	4	2
Cc1cccc(C)c1-n1nnnc1C(C)(C)N1CCN(N=O)CC1	0	1	1	-2	6	2	-2	-0.5	-2	0
CCOC(=O)C1CCN(S(=O)(=O)c2ccc(Br)c(OCC)c2)CC1	6	3	2	2	-2	-6	-5	-0.7	-5	2
COCCNC(=O)c1ccc2nc(Cc3ccc(OC)c(OC)c3)oc2c1	0	3	1	3	-8	0	-3	-1.3	1	-4
N#Cc1ccc(NC(=O)c2cc(S(=O)(=O)N3CCOCC3)ccc2N2CCCC2)cc1	-1	0	1	-2	-1	17	1	0.7	-5	6
Cc1cc(-c2cccc([N+](=O)[O-])c2)nc2ccc3ccccc3c12	2	-1	0	-1	3	-6	-4	0.3	-14	11
COc1ccc(C)cc1NC(=O)CN1C(=O)C(=O)N(C2CCCC2)C1=O	-8	2	-1	1	4	-11	5	-0.2	-2	-1
Cc1cc(C)n2nc(C(=O)NCc3ccco3)cc2n1	2	0	1	-2	-8	-7	-4	1.5	-1	0
CCCn1c(SCC(N)=O)nnc1C(C)C	2	-1	-3	-2	-1	6	1	-0.1	4	2
CCCn1c(N2CCN(CC(=O)c3c(C)n(C)c4ccccc34)CC2)nc2c1c(=O)[nH]c(=O)n2C	-3	7	1	2	2	-11	-7	0.2	-7	-10
Cc1ccc(OCCOC(=O)c2nc3nccc(C)n3n2)cc1	-4	-1	2	2	-3	4	-2	-0.2	-4	-2
Cc1cc2cc(C=O)c(Cl)nc2cc1C	4	-9	-1	-9	1	-2	-4	-3.0	-2	0
O=C(COC(=O)c1cc(Cl)ccc1O)Nc1ccccc1C(=O)NC1CC1	1	3	-3	-4	-6	-8	8	1.6	5	1
CC(C)C(C(=O)NCc1ccccc1)N1CCN(C(=O)C2CCCO2)CC1 (stereo not drawn)	1	-1	-5	-1	8	-12	-1	0.6	-5	-7
O=C(NCc1cccnc1)c1ccc(COc2ccccc2Br)o1	-3	1	2	-2	4	-3	0	0.1	-5	1
Cc1cccc(C(=O)NNS(=O)(=O)c2ccc(F)cc2)c1	6	-2	-2	-4	1	-20	-1	-0.3	-5	2
Cc1cc(Nc2cccc(Cl)c2Cl)n2ncnc2n1	-4	4	4	-2	-7	-16	4	-0.5	-1	1
CC(C)C[C@H]1COc2cccc(N3CCC[C@@H]3CO)c2S(=O)(=O)N1	1	0	1	2	8	12	-1	0.1	-3	-7
CCOc1cc(C)ccc1OCc1nnc(SCC(=O)Nc2cccc(C(=O)O)c2)n1-c1ccccc1	6	1	1	-1	-8	0	4	0.1	0	-3
O=C(Nc1ccccc1C(=O)O)C1=NN=CC1	1	17	6	6	-1	19	-4	0.1	1	2
COc1ccc(/C(O)=C2\C(=O)C(=O)N(c3cc(C)on3)C2c2ccccc2OC)cc1C (stereo not drawn)	1	-1	1	-4	-4	7	0	-0.3	-1	-2
Cc1ccc(C2NC(=O)NC(O)(C(F)(F)F)C2C(=O)c2cccs2)o1 (stereo not drawn)	1	0	-2	-2	0	10	0	0.6	-1	10
COCCNC(=O)C1(C)CCCN(CCS(=O)(=O)c2ccc(C)cc2)C1 (stereo not drawn)	-13	-1	0	-3	2	5	3	-0.8	-5	-10
CCCN(Cc1nnc(-c2ccccc2Cl)o1)C(=O)c1cc([N+](=O)[O-])cc([N+](=O)[O-])c1	-1	2	0	-1	-6	-11	-4	0.8	-3	5

(next part)
SMILES	Tn7 DDE FP	UHRF1 MBD2 ctr	PRMT1 FP inh	MBD2 inh	TCR-CD3 inh	TDP2 inh	LEDGF integ inh	KLK7 zymogen act	SIAE inh	DDE Tn6 FP inh
O=C(Nc1nc(-c2ccc(Cl)cc2)cs1)c1cccnc1	-6	6	0	4	8	8	5	0.1	-14	-3
CC(C)N1C(=O)C2C(C(=O)NC3CCCCC3)C3C=CC2(O3)C1C(=O)NC1CCCC1 (stereo not drawn)	5	-1	3	-6	-3	3	2	-0.5	3	2
COc1cccc(/C=N/n2nnnc2N)c1OCC#N	-6	-5	-3	-5	0	14	1	2.2	-2	3
Nc1ccccc1NC1CCCCC1	9	-7	8	-2	9	0	-1	0.2	9	15
CCSc1ccccc1C(=O)NCCc1ccccc1	2	-2	-3	5	7	5	1	0.5	7	-3
Cn1nc(C(=O)Nc2nc3ccc(S(C)(=O)=O)cc3s2)ccc1=O	2	-3	-2	-2	-2	-13	-3	0.0	-3	6
CCCCC(=O)Nc1ncc([N+](=O)[O-])s1	1	-2	-4	-2	8	-3	-2	-0.2	12	3
Cc1ccc(NC(=O)N2CCN(S(=O)(=O)c3ccccc3)CC2)cc1	-9	-2	-3	2	7	0	3	0.4	1	1
CCOc1ccc(/C=N/N2C(C)CCCC2C)cc1 (stereo not drawn)	-3	1	0	4	-5	-19	-9	-0.7	5	-1
Cc1nn(Cc2cccc3ccccc23)c(C)c1NC(=O)c1cccnc1	-4	-3	-2	2	1	-9	2	-0.4	-1	3
C[C@H]1CN([C@@H](C)CO)C(=O)c2cc(/C=C/c3ccccc3)cnc2O[C@H]1CN(C)C(=O)c1cccc(F)c1	-3	-3	1	-2	6	3	-2	-4.2	6	8
CCOC(=O)c1sc(NC(=O)OC)c(C(=O)OC)c1C	0	6	3	7	-13	-2	4	-0.3	-6	-9
CCOC1CCCC(n2cnc3c(=S)nc[nH]c32)O1 (stereo not drawn)	7	2	6	4	1	7	8	0.3	6	2
O=c1c([N+](=O)[O-])cccn1Cc1ccc(F)cc1Cl	-3	-2	-6	0	4	-11	0	0.1	3	4
CCc1nc2c(OCc3ccc(Cl)cc3)cccn2c1N(C=O)Cc1ccccc1	-1	0	1	0	4	0	-4	-0.2	6	5
COCCNC(=S)NCCc1ccc(Cl)cc1Cl	6	1	0	-2	-6	5	2	-0.1	-3	2
O=C(CCc1nnc(CCCCc2ccccc2)o1)N(CCO)Cc1ccccc1	5	0	-4	0	7	-2	-4	-0.4	-7	8
Cc1ccc(S(=O)(=O)N2CCOCC2)cc1C(=O)OCC(=O)c1c(N)n(C)c(=O)n(C)c1=O	-9	3	-3	-6	-8	-20	2	0.1	-3	-1
N#CC(C#N)=C1NC(N)=C(C#N)C(c2ccccc2)=C1C#N	-1	7	18	9	0	32*	1	1.6	-17	0
Cc1ccc(N2C(=O)CC2(C#N)c2ccc(OCc3ccccc3)cc2)cc1 (stereo not drawn)	8	1	1	4	2	1	-5	-0.8	-7	-2
Cc1nc(NCc2ccccc2)[nH]c(=O)c1CCC(C)C	1	-3	-4	0	2	4	-4	-0.3	3	-1
Cc1cc(C)nc(Nc2ccc(F)cc2)n1	1	0	-1	-3	0	-7	-2	-0.1	-2	-2
Cc1cc(NC(=O)c2c(F)cccc2Cl)n(-c2nc3ccccc3[nH]2)n1	4	-2	-4	2	-8	-4	-22	-0.7	-63	-15
CCn1nc(C)c(CN2CCCC(CO)(Cc3cccc(Cl)c3)C2)c1C (stereo not drawn)	-4	2	-6	-1	-5	-5	0	0.2	-3	7
CC(C)NC(=O)N(C)C[C@@H]1Oc2c(NC(=O)Nc3ccccc3)cccc2C(=O)N([C@H](C)CO)C[C@H]1C	-9	3	-1	3	-7	-9	5	0.1	0	-6

As entered above:
`C[C@H]1CN([C@@H](C)CO)C(=O)c2cc(/C=C/c3ccccc3)cnc2O[C@H]1CN(C)C(=O)c1cccc(F)c1` @ MBD2 inh: -2
`Cc1ccc(NC(=O)N2CCN(S(=O)(=O)c3ccccc3)CC2)cc1` @ TCR-CD3 inh: 7

Other entries.
SMILES	Tn7 DDE FP	UHRF1 MBD2 ctr	PRMT1 FP inh	MBD2 inh	TCR-CD3 inh	TDP2 inh	LEDGF integ inh	KLK7 zymogen act	SIAE inh	DDE Tn6 FP inh
COc1ccc2c(c1OC)C(=O)N1C2SC[C@H]1C(=O)NCCC(C)C (stereo partly drawn)	-9	3	5	-2	-5	-6	5	-1.0	-10	-2
C/C(=N\NC(=O)Cc1c(C)[nH][nH]c1=O)c1ccc(Cl)c(Cl)c1	-2	-4	-9	0	-2	-10	0	-0.3	3	4
Cc1ccc(N(C)S(=O)(=O)c2csc(C(N)=O)c2)cc1C	3	1	-2	-2	-4	6	-1	-0.8	-1	-3
NC(=O)c1ccccc1OCC(=O)Nc1ccc2c(c1)OCCO2	6	-1	-1	4	8	-19	4	0.3	-11	4
CSc1cccc(CNC(=O)C2CCC(=O)N(CC3CCCCC3)C2)c1 (stereo not drawn)	-2	2	2	4	8	-20	6	-0.1	-8	3
Cc1nc(SCC(=O)c2cccc([N+](=O)[O-])c2)n[nH]1	-1	3	30*	-1	-9	0	-2	-0.4	-1	-1
CCNC(=O)CSc1nc2ccccc2c(=O)n1OC	-3	2	3	3	0	11	3	0.0	0	2
CCC1CCCCN1Cc1c(O)ccc2c(=O)c(-c3ccccc3)coc12 (stereo not drawn)	-3	-6	0	-7	2	-5	-3	38*	7	1
Cc1ccc(/C=N/N2CCN(Cc3ccccc3)CC2)o1	4	-1	4	-1	-1	5	-2	1.6	-3	0
CC(=O)c1cccc(NC(=O)/C(=C/c2ccncc2)NC(=O)c2ccccc2)c1	-3	-1	-4	0	-1	-15	4	0.2	0	2
CC[C@H](C)NC(=O)CCCCCn1c(=S)[nH]c2c([nH]c3ccc(OC)cc32)c1=O	-2	0	6	-3	-11	-2	-3	-0.3	-4	-1
CCOC(=O)c1sc2nc(N3CCOCC3)c3c(c2c1N)CCN(Cc1ccccc1)C3	5	14	0	2	0	9	1	-20	15	4
CSC1=NC(C(Cl)(Cl)Cl)N=C(c2ccccc2)N1 (stereo not drawn)	-3	0	2	-3	3	6	-1	0.2	-2	-1
COC(=O)c1c(NC(=O)c2cnccn2)sc2c1CCC2	-7	-4	-1	-5	6	3	3	0.1	3	-12

Assay outcomes: PubChem BioAssay, The Scripps Research Institute Molecular Screening Center
